Phagocytosis inh = inhibitors of macrophage phagocytosis, primary screen, imaging, J774A.1 cells, IgG beads; J774A.1 macrophage IgG-bead phagocytosis; inhibition, % at 5 µM; actives 0.07% (n = 110,000);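 active means inhibition above the mean of the plate negative controls plus 5 SD, cut at about 13% in these data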;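 further: phagocytic index as fraction of beads internalized from green versus red external bead signal; plate controls were DMSO negative control for no effect and cytochalasin-D positive control for full effect; some results beyond the cut were filed as inactive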
PTEN del growth = growth suppression of PTEN-null HCT116, primary screen, cell-based, CellTiter-Glo; HCT116 PTEN-null viability, 60 h; hits give low values; viability, % at 10 µM; actives 1.2% (n = 140,000); AID 827, 2007;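 active means viability at or below a set limit, 4 SD under the median of all tested compounds, cut at about 3.7% in these data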;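 further: PTEN knockout HCT116 line with beta catenin targeted HCT116 as companion control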
Yeast growth inh = growth inhibitors of yeast BB579 in restrictive medium, primary screen, yeast lifespan-shortening project, S. cerevisiae; OD615, 48 h; inhibition, % at 10 µM; actives 0.51% (n = 140,000); AID 804, 2007;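 active means inhibition above a set limit, 3 SD over the mean compound inhibition, cut at about 44% in these data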; further: inactives centre near -24
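controls = amphotericin B 10 µg/mL, positive | assay system = DeaD yeast strain BB579 | schedule = 48 h compound exposure at 30 °C after 4 h preincubation | detection = OD615 turbidity measurement | medium = restrictive CSMM-D medium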
E-sel TNF inh = E-selectin induction blockers in HUVEC – imaging, immunofluorescence, high content, primary screen. HUVEC TNFa-induced E-selectin immunofluorescence. inhibition, % at 2 µM. actives 0.71% (n = 120,000);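 active means inhibition above the batch mean plus 3 SD, and confirmed as a hit on visual image review, cut at about 43% in these data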;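 further: 0% = TNF-stimulated DMSO wells and 100% = unstimulated control wells; not every result past the cut was called active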
MRP1 act = H69AR viability gain despite doxorubicin, primary screen, MRP-1 activator project, H69AR cells, CellTiter-Glo | viability rescue | viability increase, % at 10 µM | actives 0.61% (n = 140,000) | AID 799, 2007;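 active means viability gain under doxorubicin at or above a set limit, the compound median plus 3 SD, cut at about 4.7% in these data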;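 further: MRP-1 overexpressing cells given doxorubicin 25 µM after compound pretreatment; 18-22 h compound pretreatment then 72 h with doxorubicin before readout; 0% = doxorubicin-only wells and 100% = vehicle-treated cells without doxorubicin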
HCT116 bCat-KO = primary screen for growth suppressors in beta-catenin knockout HCT116 cells (colon tumor, human). viability, % at 10 µM. actives 1.5% (n = 140,000). HCT116 beta-catenin knockout viability, CellTiter-Glo, 60 h; hits give low values. AID 818, 2007;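 active means viability at or under a set limit, the compound median less 4 SD, cut at about 6% in these data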;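 further: 0% = Hyamine 1622 control at 20 µM and 100% = untreated cell control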
NPY-Y2 antag = NPY-Y2 receptor antagonists, primary screen, cell-based; Neuropeptide Y receptor type 2 (Homo sapiens), P49146; NPY-Y2 expressing cells, antagonist mode; inhibition, % at 2.7 µM; actives 0.99% (n = 140,000); in the data active means inhibition above about 17%;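 further: 0% = vehicle with agonist challenge and 100% = reference antagonist with challenge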
Target sequence (P49146 whole entry, looked up): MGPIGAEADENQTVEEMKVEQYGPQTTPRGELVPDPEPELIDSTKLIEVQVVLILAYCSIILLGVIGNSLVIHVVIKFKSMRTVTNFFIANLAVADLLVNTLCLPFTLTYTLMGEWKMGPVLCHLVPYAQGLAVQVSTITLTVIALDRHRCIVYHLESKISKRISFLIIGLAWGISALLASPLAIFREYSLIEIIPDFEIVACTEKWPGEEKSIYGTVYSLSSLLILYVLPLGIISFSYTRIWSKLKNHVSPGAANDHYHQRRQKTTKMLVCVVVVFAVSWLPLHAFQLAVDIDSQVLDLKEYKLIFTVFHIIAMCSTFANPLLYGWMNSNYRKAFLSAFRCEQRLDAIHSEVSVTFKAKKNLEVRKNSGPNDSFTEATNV
Measles CPE = compounds protecting cells from measles virus cytopathic effect, primary screen, measles RdRp inhibitor project, single point, MLSMR library, absorbance. AID 841, 2007. actives 1.5% (n = 140,000). protection (pct of control), % at 4 µM. Measles virus-infected cells, CPE protection; in the data active means protection mostly above about 24%, no sharp cut-off; inactive means mostly below about 26%; further: some compounds called inactive have numbers as strong as hits
GALR2 antag = GALR2 antagonists in receptor-expressing cells, primary screen; Galanin receptor type 2 (Homo sapiens), O43603; antagonist mode; inhibition, % at 4 µM; actives 0.39% (n = 140,000); in the data active means inhibition above about 27%;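 further: cells stimulated with galanin 1-16 at roughly its EC80; 0% = agonist challenge control and 100% = basal control without agonist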
Target sequence (O43603 whole entry, looked up): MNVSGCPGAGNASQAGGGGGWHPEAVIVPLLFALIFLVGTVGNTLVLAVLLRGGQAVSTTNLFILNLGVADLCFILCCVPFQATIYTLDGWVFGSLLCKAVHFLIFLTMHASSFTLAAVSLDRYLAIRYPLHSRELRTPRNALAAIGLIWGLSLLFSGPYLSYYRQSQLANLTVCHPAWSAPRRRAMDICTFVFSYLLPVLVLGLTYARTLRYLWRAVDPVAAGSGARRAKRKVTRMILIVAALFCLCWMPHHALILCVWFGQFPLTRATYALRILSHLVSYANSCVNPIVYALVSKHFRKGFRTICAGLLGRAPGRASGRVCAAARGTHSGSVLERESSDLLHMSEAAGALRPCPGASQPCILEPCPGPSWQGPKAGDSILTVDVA
Yeast lifespan up = compounds extending yeast replicative lifespan, primary screen, S. cerevisiae, OD615; S. cerevisiae growth with nicotinamide; deaD strain in restrictive glucose medium; AID 775, 2007; actives 0.68% (n = 130,000); inhibition of the nicotinamide effect, % at 10 µM;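 active means inhibition above a set limit, placed 3 SD over the median of all compounds, cut at about 26% in these data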;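 further: 0% = nicotinamide-treated wells and 100% = cells grown without nicotinamide; some compounds called inactive have numbers as strong as hits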
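Assay system: engineered S. cerevisiae DeaD replicative-lifespan strain, galactose-grown log-phase cells; Buffer or medium: CSMM-D glucose medium, restrictive; Probe or stimulus: nicotinamide 1.5 mM; Compound: single dose 10 µM compound, 0.25% DMSO; Schedule: 4 h preincubation then 48 h treatment at 30 °C; Technique: OD615 measurement.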
An asterisk follows results filed as active; x = not tested or not shown; & = joins results of further samples.

SMILES | Phagocytosis inh | PTEN del growth | Yeast growth inh | E-sel TNF inh | MRP1 act | HCT116 bCat-KO | NPY-Y2 antag | Measles CPE | GALR2 antag | Yeast lifespan up
Cc1c(Cc2ccc3c(c2)OCO3)sc(NC(=O)c2ccc3ccccc3c2)c1C(N)=O | x | 57 | -42 | -10 | -3.9 | 69 | 3 | 7 | 4 | 4
CCOC(=O)CSc1ncnc2c1cnn2-c1ccc(Cl)cc1 | -1 | 95 | -23 | -24 | 0.9 | 99 | 0 | 18 | 7 | -11
O=C(Nc1ccccc1-c1ccccc1)C12CC3CC(CC(C3)C1)C2 | x | 68 | -35 | x | -2.8 | 80 | 10 | 8 | 4 | -20
CN(C)c1cccc(C(=O)Nc2ccc(N3CCOCC3)cc2)c1 | 0 | 95 | -20 | 6 | 0.5 | 107 | -9 | 2 | 1 | -16
COc1ccc(OCC(=O)Nc2cccc(-c3nc4ccccc4o3)c2)cc1 | 3 | 108 | -35 | -8 | -0.5 | 95 | 3 | 12 | -4 | -4
Cc1cccc(C(=O)NC(NCCc2ccccc2)C(Cl)(Cl)Cl)c1 (stereo not given) | x | 77 | 15 | -6 | 2.5 | 81 | 4 | 13 | -4 | -12
Cc1cc(C(F)(F)F)c2c(n1)sc1c(O)cc(=O)[nH]c12 | -2 | 97 | -14 | 7 | 0.2 | 107 | 3 | 11 | 3 | -10
COC(=O)COc1ccc(/C=C2/SC(=O)N(CC(=O)N3CCCC3)C2=O)cc1Br | 0 | 86 | -26 | -28 | -1.4 | 92 | -2 | 4 | 9 | 10
CC(C)(C)n1ncc2c(=O)n(Cc3c(F)cccc3Cl)cnc21 | x | 51 | -4 | 11 | -0.1 | 57 | 1 | 1 | -5 | -15
Cc1cc(C(=O)COC(=O)CC2Sc3ccccc3NC2=O)c(C)n1-c1ccc2c(c1)OCO2 (stereo not given) | 1 | 79 | -24 | -13 | -2.8 | 93 | 5 | 26 | 16 | 4
Cc1c(NC(=O)c2cc(=O)[nH]c(=O)[nH]2)c(=O)n(-c2ccccc2)n1C | 0 | 109 | -12 | x | 0.6 | 106 | 2 | 9 | 5 | 1
CCOc1ccc(-c2nnc(Nc3ccc(OC)c(C(=O)N4CCCCC4)c3)c3ccccc23)cc1 | x | 46 | -14 | 24 | -5.4 | 56 | -1 | 3 | -3 | 3
Cc1ccc(CNC(=O)c2sc3ccc(S(=O)(=O)N4CCCCC4)cc3c2N)cc1 | -2 | 58 | -19 | x | -0.1 | 63 | 1 | 24 | -6 | 2
Cc1ccc(N2OC3C(=O)NC(=O)C3C2c2ccco2)cc1 (stereo not given) | 0 | 92 | -26 | -4 | -3.0 | 94 | 2 | 14 | 5 | -3
O=C(Nc1nnc(N2CCCCCC2)s1)c1cc(-c2ccc(Br)cc2)on1 | 0 | 93 | -21 | x | 1.3 | 91 | 2 | 17 | 2 | -5
COc1cccc(NC(=O)c2cccc(OC)c2OC)c1 | x | 98 | -64 | -26 | -0.7 | 96 | 2 | 28 | 20 | -18
Cc1ccc(C(=O)NC(C)c2ccccc2)cc1Br (stereo not given) | -1 | 85 | -35 | 15 | 2.5 | 84 | 1 | 9 | 10 | 18
COc1ccc(OC)c(C(=O)C2COC(=O)C2)c1 (stereo not given) | 3 | 38 | -28 | -10 | -6.0 | 34 | -2 | 13 | 6 | -32
COC(=O)c1c(C)[nH]c(C(=O)CSc2nnnn2-c2ccccc2)c1C | 1 | 102&103 | -44 | -8 | 1.2 | 98 | 0 | 5 | -5 | -3
Cc1cccc(-c2nnc(SCC(=O)N3c4ccccc4CCc4ccccc43)n2C)c1 | -7 | 87 | -31 | -9 | -5.1 | 79 | 6 | 3 | 16 | 1
COc1ccc(NC(=O)CC2Oc3ccc(C)cc3NC2=O)cc1 (stereo not given) | 0 | 97 | -31 | 0 | 0.3 | 95 | 1 | 15 | 0 | -4
O=C(Cn1cnc2c(oc3ccccc32)c1=O)NCC1CCCO1 (stereo not given) | x | 93 | -1 | -8 | -1.0 | 94 | 2 | 27* | 9 | -22
O=C(Cn1cc(C(F)(F)F)ccc1=O)N/N=C/c1ccc(Cl)c(Cl)c1 | 6 | 78 | -19 | 24 | -0.8 | 83 | 0 | 6 | -1 | -2
O=C(Nc1ccc(C2CC2(Cl)Cl)cc1)c1ccccc1Br (stereo not given) | -1 | 88 | -10 | x | 11* | 84 | 5 | 3 | 4 | -4
O=C(Cc1coc2ccc3ccccc3c12)N1CCc2ccccc21 | 1 | 102 | -31 | -7 | -2.3 | 99 | 4 | 9 | 2 | -4
Going on with the list:
SMILES | Phagocytosis inh | PTEN del growth | Yeast growth inh | E-sel TNF inh | MRP1 act | HCT116 bCat-KO | NPY-Y2 antag | Measles CPE | GALR2 antag | Yeast lifespan up
COC(=O)[C@H](C)[C@@H]1C[C@@]1(C)[C@@H](NC(=O)OCc1ccccc1)c1ccccc1 | x | 74 | -46 | -11 | 0.4 | 81 | 5 | 2 | -1 | 9
Cc1ccc(-n2c(Cl)c(Cl)nc(Cl)c2=O)cc1 | -3 | 2.5* | 100* | x | -5.2 | 4.9* | 1 | 1 | 81* | -9
CCCc1ncc(C(O)(c2ccccc2)c2ccc(C)cc2)n1C (stereo not given) | 1 | 72 | -33 | x | -2.5 | 75 | 13 | 36 | 4 | 6
CO/C=C\C=C/c1nnn(-c2ccc(Cl)cc2)n1 | -4 | 57 | -15 | x | -3.8 | 63 | 3 | 1 | -11 | 7
CCC(O)CNc1nc(SC)nc2sc3c(c12)CCN(C)C3 (stereo not given) | x | 87 | 10 | -2 | -1.1 | 76 | 6 | 7 | 6 | -6
Cc1nnc(SCC(=O)N2CC(=O)Nc3ccccc32)n1-c1ccccc1 | 0 | 94 | -13 | -45 | -2.4 | 94 | 1 | 18 | 10 | -3
COc1ccc(Cl)cc1N1C(=O)/C(=C\c2sccc2C)N=C1SCC(=O)NC1CC1 | 1 | 74&65 | -41 | x | -1.8 | 62 | 5 | 15 | -2 | -17
O=C(COc1ccc(Br)cc1CO)Nc1ccccc1F | 0 | 95 | -20 | -11 | 1.4 | 97 | 2 | 15 | 6 | -12
COc1ccccc1-c1cc(C(=O)N2CCCCC2)no1 | 0 | 100 | -45 | x | -0.7 | 96 | 0 | 4 | 2 | -11
COc1ccccc1NC(=O)CSc1nnc(CNC(=O)c2ccco2)o1 | -1 | 100 | -17 | -7 | 0.9 | 94 | 3 | 26 | -12 | -1
O=C(CCN1CCOCC1)Nc1cccc(Br)c1 | -1 | 104 | -18 | -35 | -2.6 | 101 | 0 | 9 | 0 | -5
CCOC(=O)c1cc(-c2cccnc2)nn1-c1ccccn1 | 2 | 113 | -35 | -22 | -0.6 | 94 | 5 | 21 | 7 | 3
Cc1ccc(OCC(=O)NC(=S)Nc2cccc(NC(=O)c3ccccc3Cl)c2)cc1 | -11 | 100 | -33 | -4 | -1.9 | 92 | 4 | 2 | 0 | -1
N#CC1=C2SCN(c3ccccc3)CN2C(=O)CC1c1cccs1 (stereo not given) | -1 | 98 | -39 | -6 | -4.9 | 81 | 0 | 9 | -2 | -5
COC(=O)c1cn(NC(=O)c2cccc(N(C)C)c2)c(=O)c2ccccc12 | 0 | 98 | -14 | -22 | -0.5 | 98 | 4 | 4 | -10 | -16
O=C(NCCCN1CCOCC1)c1cc(-c2ccccc2)on1 | -2 | 66 | -39 | -27 | -5.5 | 64 | 0 | 7 | -4 | -13
O=c1cc(-c2ccccc2Cl)oc2ccc([N+](=O)[O-])c(O)c12 | x | 95 | -42 | -5 | 0.1 | 85 | 2 | 24 | -11 | 64*
CN(C)CC(C(=O)c1ccccc1)c1ccccc1 (stereo not given) | x | 1.0* | -38 | x | -2.7 | 1.4* | -1 | 24 | 42* | 101*
Nc1cccc(-c2cc(-c3ccccc3)nc(-c3cccc(N)c3)n2)c1 | -5 | 91 | -66 | x | 2.1 | 90 | -3 | 8 | -2 | 3
CCCCn1c(CN2CCOCC2)nc2c1c(=O)n(C)c(=O)n2C | 2 | x | x | -9 | x | x | 3 | x | 6 | x
CCNC(=S)NNC(=O)c1cc(-c2ccccc2C)nc2ccccc12 | x | 85 | -42 | 3 | -2.8 | 77 | 8 | 20 | -3 | -4
Nc1ccc2nc(-c3cc(Cl)c(N)c(Cl)c3)[nH]c2c1 | x | 35 | -17 | 24 | -5.1 | 36 | 3 | 13 | -3 | x

Filtered by structure, the compounds so far with bromine.
SMILES | Phagocytosis inh | PTEN del growth | Yeast growth inh | E-sel TNF inh | MRP1 act | HCT116 bCat-KO | NPY-Y2 antag | Measles CPE | GALR2 antag | Yeast lifespan up
COC(=O)COc1ccc(/C=C2/SC(=O)N(CC(=O)N3CCCC3)C2=O)cc1Br | 0 | 86 | -26 | -28 | -1.4 | 92 | -2 | 4 | 9 | 10
O=C(Nc1nnc(N2CCCCCC2)s1)c1cc(-c2ccc(Br)cc2)on1 | 0 | 93 | -21 | x | 1.3 | 91 | 2 | 17 | 2 | -5
Cc1ccc(C(=O)NC(C)c2ccccc2)cc1Br (stereo not given) | -1 | 85 | -35 | 15 | 2.5 | 84 | 1 | 9 | 10 | 18
O=C(Nc1ccc(C2CC2(Cl)Cl)cc1)c1ccccc1Br (stereo not given) | -1 | 88 | -10 | x | 11* | 84 | 5 | 3 | 4 | -4
O=C(COc1ccc(Br)cc1CO)Nc1ccccc1F | 0 | 95 | -20 | -11 | 1.4 | 97 | 2 | 15 | 6 | -12
O=C(CCN1CCOCC1)Nc1cccc(Br)c1 | -1 | 104 | -18 | -35 | -2.6 | 101 | 0 | 9 | 0 | -5

High-throughput results (PubChem)
